Screening data (PubChem)
Kir21 block: inhibitors of mouse Kir2.1 inward-rectifier potassium channel; 310,000 tested, 0.85% active; P35561; HEK293-Kir2.1, FluxOR thallium flux fluorescence; hits give low values; AID 1672; B-score at 10 µM;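 active = fluorescence ratio B-score at or below minus 3 SD of library scores, with starting-brightness B-score within 2 SD, cut at about -4.2 in these data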;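 also: channel flux triggered by added potassium and thallium sulfate stimulus; B-score of peak minus minimum fluorescence over baseline after thallium stimulus; more negative B-score means stronger Kir2.1 block with less thallium influx; some compounds called inactive have numbers as strong as hits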
Target sequence (P35561 whole entry, looked up): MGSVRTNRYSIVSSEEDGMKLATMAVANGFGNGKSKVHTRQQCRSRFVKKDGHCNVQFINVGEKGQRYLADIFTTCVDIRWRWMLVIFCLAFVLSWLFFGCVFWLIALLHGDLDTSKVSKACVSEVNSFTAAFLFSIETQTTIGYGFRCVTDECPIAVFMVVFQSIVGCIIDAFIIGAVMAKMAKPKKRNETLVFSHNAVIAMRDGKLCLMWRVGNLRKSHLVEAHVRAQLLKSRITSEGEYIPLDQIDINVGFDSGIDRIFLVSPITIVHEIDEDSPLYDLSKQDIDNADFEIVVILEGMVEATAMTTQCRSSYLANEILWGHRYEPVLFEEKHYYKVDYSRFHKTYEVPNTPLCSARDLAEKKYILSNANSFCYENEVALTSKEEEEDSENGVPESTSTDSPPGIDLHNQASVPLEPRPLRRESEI
CHT block: inhibits the human high affinity choline transporter | B-score at 10 µM | 310,000 tested, 0.86% active | Q9GZV3 | CHT-expressing cells, membrane potential dye, choline response; hits give low values;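 active = B-score over 3 SD under the library average, and starting fluorescence ratio not unusually high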;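 also: choline stimulus applied at its EC90 after an EC20 pre-addition; B-score computed on integrated fluorescence ratio after choline addition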
Target sequence (Q9GZV3 whole entry, looked up): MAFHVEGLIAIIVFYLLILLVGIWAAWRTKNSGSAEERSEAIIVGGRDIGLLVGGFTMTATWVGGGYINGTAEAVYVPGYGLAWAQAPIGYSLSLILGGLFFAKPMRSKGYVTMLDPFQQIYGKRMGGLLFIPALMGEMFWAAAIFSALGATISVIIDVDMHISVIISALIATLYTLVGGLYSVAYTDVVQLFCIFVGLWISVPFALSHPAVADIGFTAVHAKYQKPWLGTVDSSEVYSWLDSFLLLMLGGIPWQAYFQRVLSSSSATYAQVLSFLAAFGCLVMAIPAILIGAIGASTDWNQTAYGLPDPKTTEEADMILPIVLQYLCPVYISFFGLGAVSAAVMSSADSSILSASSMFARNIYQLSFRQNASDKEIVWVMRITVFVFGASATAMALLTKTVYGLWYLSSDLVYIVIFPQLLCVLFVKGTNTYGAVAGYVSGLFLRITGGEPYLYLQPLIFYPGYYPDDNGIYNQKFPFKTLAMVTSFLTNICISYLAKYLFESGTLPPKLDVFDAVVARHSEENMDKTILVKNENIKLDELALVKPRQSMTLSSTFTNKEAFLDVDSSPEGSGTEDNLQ
KCNQ2 inh: KCNQ2 channel blockers in CHO-K1 cells – cell-based, FluxOR thallium flux, B-score, primary screen (AID 2156) | O88943 | 310,000 tested, 1.1% active | 20 min; hits give low values | B-score at 10 µM;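 active = fluorescence ratio B-score at most minus 3 library SDs, with starting brightness B-score within 2 library SDs, cut at about -5.5 in these data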
Starred values were filed as active, the others as inactive; i = inactive; · = no result given.

KCNQ2 inh | CHT block | Kir21 block | SMILES
i | i | -1.5 | CN1C(=O)/C(=C/c2cccc([N+](=O)[O-])c2)C(=O)N1c1ccccc1
i | i | -0.06 | COc1ccc(-c2nn(C)c(=O)c3ccccc23)cc1CNC(=O)CN1CCOCC1
i | i | -0.89 | CCCCNS(=O)(=O)c1ccc2nc(SCC(=O)Nc3sccc3C#N)[nH]c2c1
i | i | -0.94 | COc1ccc(N(C(=O)C(C)C)S(=O)(=O)c2ccc3c(c2)n(C)c(=O)n3C)cc1
i | i | -1.8 | CC1C(=O)N2CCCc3cc(S(=O)(=O)NCc4ccccc4Cl)cc1c32 (configuration not stated)
i | i | 0.46 | Cc1ccc2nc(Cl)c3cc(C(=O)NCCCN4CCCC4)sc3c2c1
i | i | 0.02 | O=C(Nc1ccc(Cl)cc1)Nc1ccccc1C(=O)O
i | i | 0.61 | CCCCn1c(N)c(N(CC)C(=O)c2ccc(N3CCCC3=O)cc2)c(=O)[nH]c1=O
i | i | -2.1 | CCOC(=O)Nc1ccc2c(c1)N(C(=O)C(C)N1CCCC1)c1ccccc1CC2 (configuration not stated)
i | i | 1.3 | CCOC(=O)Cn1nnnc1C(C(C)C)N(Cc1cccs1)Cc1cc2cc(C)ccc2[nH]c1=O (configuration not stated)
i | i | 1.1 | COc1cccc(NC(=O)CN(C)C(=O)C2CCN(C(=O)c3ccccc3C)CC2)c1
i | i | 0.03 | CCCNC(=O)Nc1ccccc1SC
i | i | 1.1 | COc1ccccc1CNS(=O)(=O)c1c(C)[nH]c(C)c1C(=O)N1CCCCC1
i | i | -1.1 | O=C1c2ccccc2-c2cccc(C(=O)N3CCCCC3)c21
i | i | -1 | COc1cc(C2C(C(=O)c3ccco3)=C(O)C(=O)N2CC2CCCO2)ccc1O (configuration not stated)
i | i | -1.2 | COC(=O)c1ccc(NC(=O)CSc2n[nH]c(-c3ccncc3)n2)cc1
i | i | -0.65 | O=C(CN(c1ccccc1F)S(=O)(=O)c1ccccc1)NC1CCCCCC1
i | i | 0.99 | CCCn1c(-c2cccs2)nc2nc3ccccc3nc21
i | i | -1.1 | COc1ccc(/C=C(\NC(=O)c2ccccc2)C(=O)NCC2CCCO2)cc1 (configuration not stated)
i | i | -2.1 | Cc1cc(/C=N/NC(N)=S)c(O)c(/C=N/NC(N)=S)c1
i | i | -0.66 | O=C(COc1ccc(Cl)cc1)NCCSc1ccccc1
i | i | -0.02 | CCN(CC)C(=O)C(=O)N/N=C/c1ccc(C(=O)O)cc1
i | i | 1.9 | COCCN1C(=O)C(=O)/C(=C(/O)c2ccc(S(=O)(=O)N3CCOCC3)cc2)C1c1cccc([N+](=O)[O-])c1 (configuration not stated)
i | i | -1.2 | CCCCOC(=O)c1ccc(NC(=O)c2c(N)n(C)c(=O)[nH]c2=O)cc1
i | i | -0.72 | COC1(OC)N=C(N)C2(C#N)C(c3cccc(Oc4ccccc4)c3)C12C#N (configuration not stated)
i | i | 2.1 | O=C(CN1CCCCCC1)Nc1ccccc1C(=O)Nc1ccccc1
i | i | 0.71 | CCc1cccc(N(C(=O)c2csnn2)C(C(=O)NC(C)(C)CC)c2ccccn2)c1 (configuration not stated)
i | i | 1.1 | Cc1onc(-c2ccccc2)c1C(=O)Nc1ccc(S(=O)(=O)N2CCCCC2)cc1
i | i | -0.52 | Cn1nnc(NC(=O)c2ccccc2)n1
i | i | -1.6 | COCCn1c(SCc2ccccc2F)nc2ccccc2c1=O
i | i | 0 | COc1ccc(C2c3[nH]c4ccccc4c3CCN2CCCn2cccn2)c(C)c1C (configuration not stated)
i | i | 0.04 | Cc1cccc(C(=O)OC2CCOC2=O)c1O (configuration not stated)
i | i | 1.2 | COc1ccc(NC(=O)c2ccc3[nH]c(C)c(C)c3c2)cc1
i | i | -1.7 | CCCC1CCC(c2ccc(C(=O)NN)cc2)CC1 (configuration not stated)
i | i | -0.67 | CCN(CC)CCCNC(=O)c1cn(C)c2ccc(S(=O)(=O)N(C)C3CCCCC3)cc2c1=O
i | i | -1.1 | O=C(CCc1ccc(S(=O)(=O)NCc2ccccc2)cc1)N1CCN(Cc2ccc3c(c2)OCO3)CC1
i | i | 0.67 | CCOc1ccc(C(=O)NC2CCN(C(=O)NCc3ccccc3)CC2)cc1
i | i | 0.37 | C=CC[n+]1ccc2ccccc2c1C
i | i | 0.56 | COCCCN(CC(=O)Nc1ccc(N2CCOCC2)cc1)S(=O)(=O)c1ccc(Cl)cc1
i | i | -2.3 | COc1cc(OC)cc(C(=O)N2CCC(N3CCCCCC3)CC2)c1
i | i | -0.03 | Cc1ccc(S(=O)(=O)N2Cc3ccccc3CC2C(=O)NC(C)(C)C)cc1 (configuration not stated)
i | i | 0.61 | CC1(C)CC(O)(CCNCc2ccc3c(c2)OCO3)CCO1 (configuration not stated)
i | i | -0.9 | Cc1cccc(NC(=O)C2CCN(S(=O)(=O)c3ccc(Cl)cc3)CC2)n1
i | i | -0.03 | CCC(=O)N[C@@H]1CC(C(C)(C)NC(=O)CC)CC=C1C (some centres not stated)
i | i | -0.17 | Cc1cc(=O)[nH]c(N/N=C/c2ccccc2Cl)n1
i | i | -1.6 | COc1ccc(N2C(=O)CCC2=O)c(OC)c1
i | i | 1.6 | COc1ccc(-n2c3c(cc(C(=O)NC4CCSC4=O)c2=O)C(=O)CC(C)(C)C3)cc1 (configuration not stated)
i | i | -1.1 | COC(=O)c1ccc(NC2(C#N)C(=O)Nc3ccccc32)cc1 (configuration not stated)
i | i | -3.8 | CCCCCC[N+](C)(C)CC/C=C1/c2ccccc2Sc2ccc(Cl)cc21
i | i | -2.3 | COc1ccccc1NC(=O)CN1C(=O)NC(CC(C)C)C1=O (configuration not stated)
i | i | -0.39 | CN1CCN(c2ccc(NC(=O)c3cc4ccccc4o3)cc2)CC1
i | i | 0.09 | CCN(CC)S(=O)(=O)c1cccc(-c2nnc(SCc3ncc(-c4ccccc4)o3)n2C)c1
i | i | 2 | COC(=O)N1[C@H](C)C=C[C@]1(Cc1ccccc1)C(=O)O
i | i | 0.68 | CC(C(=O)Nc1ccc2nccnc2c1)N1C(=O)C2C3C=CC(C3)C2C1=O (configuration not stated)
i | i | 0.06 | O=C(Cn1c(=O)n(Cc2ccc(F)cc2)c(=O)c2ccccc21)NCC1CCCO1 (configuration not stated)
i | i | -0.23 | CCOc1ccccc1OC(=O)c1cc2ccccc2oc1=O
i | i | 1.8 | CC(=O)Nc1ccccc1NC(=O)c1ccccc1
i | i | 0.69 | COc1ccc(NC(=O)C2CCN(c3cnccn3)CC2)cc1OC
i | i | -0.67 | CCC(COC)NCc1cn(-c2ccc(OC)cc2)nc1-c1cccc(F)c1 (configuration not stated)
i | i | 0.15 | Cc1ccc(OCc2ccccc2C)c([N+](=O)[O-])n1

Some of these compounds in order of molecular weight, descending:
KCNQ2 inh | CHT block | Kir21 block | SMILES
i | i | 1.6 | COc1ccc(-n2c3c(cc(C(=O)NC4CCSC4=O)c2=O)C(=O)CC(C)(C)C3)cc1 (configuration not stated)
i | i | 0.61 | CC1(C)CC(O)(CCNCc2ccc3c(c2)OCO3)CCO1 (configuration not stated)
i | i | 2 | COC(=O)N1[C@H](C)C=C[C@]1(Cc1ccccc1)C(=O)O
i | i | 1.8 | CC(=O)Nc1ccccc1NC(=O)c1ccccc1

More entries.
KCNQ2 inh | CHT block | Kir21 block | SMILES
i | i | 0.56 | Cc1ccc(CN2CC(C(=O)Nc3cccc(C)n3)CC2=O)cc1 (configuration not stated)
i | i | 0.58 | Cc1cc(C)n(C(=O)CNC(=O)C2COc3ccccc3O2)n1 (configuration not stated)
i | i | -0.07 | COc1cccc(/C=N/NC(=O)N/N=C/c2cccc(OC)c2O)c1O
i | i | -5.9* | O=C(CSc1nnc(-c2cccnc2)n1Cc1ccco1)c1ccc(Br)cc1
i | i | -1 | O=C(CSc1nc(Nc2ccccc2)nc(N2CCOCC2)n1)N1CCc2ccccc21
i | · | -0.82 | CCN(Cc1ccccc1)C(=O)c1[nH]c2ccc(OC)cc2c1C
i | i | -1.2 | Cc1ccc(C(=O)NCC(=O)Nc2ccc(C)c(S(=O)(=O)Nc3ccc(Cl)cc3)c2)s1
i | i | 0.08 | COc1cc(NC(=O)c2nnn(Cc3ccc(SC)cc3)c2N)cc(OC)c1
i | i | -0.31 | O=C1c2ccccc2C(O)(c2ncc[nH]2)N1CCc1ccccc1 (configuration not stated)
i | i | -1.2 | CCOc1ccccc1C(=O)NC(C(=O)NCc1ccc(F)cc1)C(C)C (configuration not stated)
i | i | 0 | COc1ccc(/C=C/C(=O)c2c(C)nc3ccccn23)cc1
i | i | 0.03 | Cc1nc(-c2ccc(Cl)cc2)sc1C1(C)CC(c2ccc(Br)cc2)=NO1 (configuration not stated)
i | i | -2 | COC(=O)c1ccccc1S(=O)(=O)C(C)(C)C
i | i | -1 | O=C(O)c1cc2c(cc1NC(=O)c1ccccc1OC(F)F)OCCCO2
i | i | 0.11 | C=CCNC(=O)/C(=C\c1ccc(Br)cc1)NC(=O)c1ccccc1OC
i | i | -0.44 | COc1ccc(NC(=O)c2cccnc2NCCc2ccccc2)cc1
i | i | -1.8 | COc1ccc(-c2cc3nc(CCl)[nH]c(=O)c3s2)cc1
i | i | -0.98 | O=C(Cn1nc(-c2ccc(Cl)cc2)c2ccccc2c1=O)Nc1cccnc1
i | i | -0.8 | COc1ccc(NC(=O)NCCCCc2ccccc2)c(OC)c1
i | i | 1.7 | Cc1[nH]c(C)c(S(=O)(=O)Nc2ccccc2)c1C(=O)N1CCCC1
i | i | -0.51 | Cc1ccc(OC(=O)c2cc(=O)c3ccccc3o2)cc1
i | i | 0.18 | CCS(=O)(=O)N1CCN(c2ccc(Cl)cc2[N+](=O)[O-])CC1
i | i | 0.28 | COc1ccc(CCNC(=O)/C=C/C(=O)O)cc1
i | i | -2.3 | O=c1[nH]c(C2CCN(S(=O)(=O)c3ccc(S(=O)(=O)NC4CC4)cc3)CC2)nc2c1nnn2Cc1cccc(F)c1
i | i | -0.97 | CCCCCn1c(SCc2cccc(C)c2)nc2c1c(=O)[nH]c(=O)n2C
i | i | -2.1 | COc1ccc(C(=O)C2CCCN(Cc3c(F)ccc(F)c3F)C2)c(OC)c1 (configuration not stated)
i | i | -0.86 | COc1ccc(NC(=S)Nc2ccc(F)cc2)c(OC)c1
i | i | -1.6 | Cc1ccccc1S(=O)(=O)Cc1ccc(C(=O)NCc2ccccc2)o1
i | i | 0.17 | CC(=O)Nc1ccc2[nH]ccc2c1
i | i | -3.7 | COc1cccc(NC(=O)CSCC(=O)O)c1
i | i | -0.07 | CCCCNC(=O)CCCn1c(=S)[nH]c2cc3c(cc2c1=O)OCO3
i | i | 0.09 | CCOc1ccc(N/C=C/C(=O)c2ccc(OC)c(OC)c2)cc1
i | i | -1.2 | O=c1ccnc(SCCc2ccccc2)[nH]1
i | i | 0.88 | NC(=O)NC(CC(=O)NCCCc1ccccc1)c1ccccc1Cl (configuration not stated)
i | i | 0.41 | Cc1ccc(S(=O)(=O)N(C)C)cc1NC(=O)COC(=O)C1CC(=O)N(c2ccc3c(c2)OCCO3)C1 (configuration not stated)
i | i | 0.52 | O=C(Nc1nc(=O)[nH]s1)c1ccccc1
i | i | -1.7 | Nc1ncnc2c1ncn2[C@@H]1O[C@H](CO)[C@@H](O)[C@@H]1O
i | i | 0.06 | O=C(CN1C(=O)CCC1=O)Nc1nc(-c2ccc3ccccc3c2)cs1
i | i | -0.32 | COc1cccc(C2c3[nH]c4ccccc4c3C[C@H]3C(=O)N(C4CC4)CC(=O)N23)c1 (some centres not stated)
i | i | 1.8 | O=C(Nc1nc(-c2ccncc2)cs1)C1c2ccccc2Oc2ccccc21

Filtered by structure: those above containing a cyano group (three)
KCNQ2 inh | CHT block | Kir21 block | SMILES
i | i | -0.89 | CCCCNS(=O)(=O)c1ccc2nc(SCC(=O)Nc3sccc3C#N)[nH]c2c1
i | i | -0.72 | COC1(OC)N=C(N)C2(C#N)C(c3cccc(Oc4ccccc4)c3)C12C#N (configuration not stated)
i | i | -1.1 | COC(=O)c1ccc(NC2(C#N)C(=O)Nc3ccccc32)cc1 (configuration not stated)

2 successive compounds out of the list so far:
KCNQ2 inh | CHT block | Kir21 block | SMILES
i | i | -0.32 | COc1cccc(C2c3[nH]c4ccccc4c3C[C@H]3C(=O)N(C4CC4)CC(=O)N23)c1 (some centres not stated)
i | i | 1.8 | O=C(Nc1nc(-c2ccncc2)cs1)C1c2ccccc2Oc2ccccc21

Further results follow:
KCNQ2 inh | CHT block | Kir21 block | SMILES
i | i | 0.06 | COc1cc(-c2nc3n(n2)C(c2ccncc2)C2=C(CCCC2=O)N3)cc(OC)c1OC (configuration not stated)
i | i | -0.64 | O=C(c1ccc(-c2ccccc2)c(F)c1)C1CCCN(C(=O)c2cncs2)C1 (configuration not stated)
i | i | 1.6 | CCN(CCO)Cc1cn[nH]c1-c1ccc(C)c(C)c1
i | i | -0.71 | Cc1ccc2c(CC(=O)Nc3ccc(N4CCN(C)CC4)cc3C)coc2c1
i | i | 0.75 | O=C(CSCc1ccc(F)cc1)Nc1ccccc1
i | i | -0.06 | O=C(NCc1ccccc1)c1ccc(NC(=O)c2ccco2)cc1
i | i | -1.7 | COc1ccccc1NC(=O)c1ccc(NS(=O)(=O)c2c(C)noc2C)cc1
i | i | -0.1 | O=C(Cn1c(-c2ccco2)nc2ccccc21)N1CCCCC1
i | i | 0.04 | CC1CCCN(C(c2ccccc2)c2sc3ncnn3c2O)C1 (configuration not stated)
